# FLuc modulator – counter-screen for miR-21 project: firefly luciferase inhibitors or activators. AID 588342. P08659. Potency, µM (titrated, usually from 57.5 µM), for inactives: at the highest dose activity change, negative = inhibition, hits mostly inhibitors. purified FLuc, Km substrates, luminescence inhibition. actives 6.9% (n = 360,000);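 note: potency is the fitted concentration of half-maximal effect; plate controls were vehicle for no effect and reference inhibitor for full effect; nearly all actives have a fitted effect of over 55% in size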
#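 Purified P. pyralis luciferase, 10 nM final, with Km-level 10 uM D-luciferin and 10 uM ATP in 50 mM Tris acetate pH 7.5, 10 mM Mg acetate, 0.01% Tween-20, 0.05% BSA; 6-point qHTS titration about 60 µM downward; luminescence read.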
# ELG1 DNA repair – inhibitors of ELG1-dependent DNA repair in HEK293T cells; HEK293T ELG1-luciferase reporter, luminescence, 16 h; DNA damage induced by 5-fluorouridine; actives 2.3% (n = 330,000); AID 504467; Potency, µM (titrated, usually from 46.1 µM), inactives show at the highest dose activity change, negative = inhibition, most hits filed as inhibitors; note: potency is the fitted concentration of half-maximal effect; % is set by controls: 0 for no effect and ±100 for the full control effect; nearly all actives have a fitted effect of over 55% in size
#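 HEK293T cells expressing luciferase-tagged ELG1 (2,000/well) received 5-Fluorouridine plus compound or DMSO for 16 hr at 37 °C. Luciferase was read by ONE-Glo luminescence after 30 min at room temperature.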
# NPC1 promoter act – activates the NPC1 promoter; Huh7 NPC1 promoter luciferase reporter, 24 h; Potency, µM (titrated, usually from 9.22 µM), for inactives: at the highest dose activation, usual class: activators; actives 2.4% (n = 320,000);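 note: potency is the fitted concentration of half-maximal effect; % of control where 0% means no effect; nearly all actives have a fitted effect of over 60% in size; reporter is driven by a mutant NPC1 promoter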
#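 Readout is luciferase luminescence, reflecting NPC1 promoter activation in stably transfected Huh7 cells after 24 h compound exposure at 37 °C in reduced-serum medium with 10% FBS.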
# Menin MLL FP TR – menin-MLL binding inhibition, Texas Red mutant peptide; Menin + Texas Red MLL mutant peptide, fluorescence polarization; Potency, µM (top dose mostly 61.6 µM), without a hit: at the top dose FP activity change, negative = inhibition, hits mostly inhibitors; actives 0.23% (n = 270,000); AID 1768; active = well fitted inhibition curve with a large enough effect in the polarisation, with a control signal flat, not every such curve was filed as active; inconclusive = small, poorly fitted or top-dose-only effect, or effect the other way, or a change in a side signal; inactive = no such curve, though single readings can be large or run the other way; the % refers to the polarisation; note: potency is the fitted concentration of half-maximal effect; % of control where 0% means no effect; many of its hits are not listed in these tables
# Target sequence (O00255 whole entry, looked up): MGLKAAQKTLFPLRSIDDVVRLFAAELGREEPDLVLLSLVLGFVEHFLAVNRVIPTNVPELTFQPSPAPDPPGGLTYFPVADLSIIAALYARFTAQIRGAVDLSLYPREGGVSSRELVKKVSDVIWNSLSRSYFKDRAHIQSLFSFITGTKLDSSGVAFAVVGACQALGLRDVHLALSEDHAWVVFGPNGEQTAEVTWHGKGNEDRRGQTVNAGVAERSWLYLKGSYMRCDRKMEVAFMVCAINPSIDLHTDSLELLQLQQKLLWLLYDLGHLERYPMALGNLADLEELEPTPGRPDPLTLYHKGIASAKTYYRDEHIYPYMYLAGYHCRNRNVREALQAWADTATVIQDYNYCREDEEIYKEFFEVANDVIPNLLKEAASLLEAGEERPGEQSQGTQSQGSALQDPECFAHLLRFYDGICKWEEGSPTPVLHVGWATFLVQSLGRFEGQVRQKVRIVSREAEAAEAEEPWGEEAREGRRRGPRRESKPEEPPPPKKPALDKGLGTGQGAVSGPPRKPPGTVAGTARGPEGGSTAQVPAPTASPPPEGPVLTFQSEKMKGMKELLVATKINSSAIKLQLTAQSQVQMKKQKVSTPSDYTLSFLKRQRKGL
# MBNL1-CUG inh – inhibitors of human MBNL1 binding to CUG repeat RNA; TR-FRET MBNL1-His/biotin-(CUG)12 binding, 665/545 ratio; Q9NR56; AID 2675; Potency, µM (highest dose often 57.5 µM), inactives show top-dose activity change, negative = inhibition, hits mostly inhibitors; actives 0.036% (n = 280,000); active = well fitted inhibition curve with a large enough effect in the signal ratio, with a control signal flat, not every such curve was filed as active; inconclusive = small, poorly fitted or top-dose-only effect, or effect the other way, or a change in a side signal; inactive = no such curve, though single readings can be large or run the other way; the % refers to the signal ratio; note: potency is the fitted concentration of half-maximal effect; % is set by controls: 0 for no effect and ±100 for the full control effect
#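 Compound titration spanned 92 nM–58 uM against the MBNL1-His/biotin-(CUG)12 complex. After 60 min at room temperature with 5 nM streptavidin-XL665 and 0.055 ng/ul terbium anti-His, ratiometric 665/545 nm emission (Ex 340 nm) normalized to controls.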
# PKM2 act – activators of human pyruvate kinase M2; P14618; purified PKM2, Kinase-Glo ATP luminescence, activation; response scale: 0% is enzyme alone, no compound; Potency, µM (highest dose often 57.5 µM), for inactives: at the top dose activation, hits mostly activators; actives 0.34% (n = 260,000); AID 1631; note: potency is the fitted concentration of half-maximal effect; % is set by controls: 0 for no effect and ±100 for the full control effect; nearly all actives have a fitted effect of over 55% in size
#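 ATP formation by purified human PK-M2, quantified via coupled luciferase luminescence after 1 h at room temperature with 0.1 mM ADP and 0.5 mM PEP final.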
# VP16 counter – Gal4-VP16 reporter inhibition counter-screen | Drosophila S2 Gal4-VP16 UAS-luciferase, luminescence, 20 h | Potency, µM (series often up to 53.6 µM), without a hit: at the top dose activity, negative = inhibition, hits mostly inhibitors | actives 3.5% (n = 310,000);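 note: Gal4-VP16 expression switched on by copper sulfate through the metallothionein promoter; potency is the fitted concentration of half-maximal effect; % is set by controls: 0 for no effect and ±100 for the full control effect; nearly all actives have a fitted effect of over 50% in size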
# Rab9 prom act – activators of Rab9 promoter; Huh7 Rab9 promoter-luciferase reporter, luminescence, 24 h; Potency, µM (titrated, usually from 9.22 µM), for inactives: at the highest dose activation, negative = inhibition, most hits filed as activators; actives 2.8% (n = 320,000); note: potency is the fitted concentration of half-maximal effect; % of control where 0% means no effect; nearly all actives have a fitted effect of over 60% in size
#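 Promoter activation is measured as luciferase luminescence in Huh7 cells stably transfected with a Rab9 promoter–luciferase construct, following 24 h compound exposure at 37 °C and 10 min reagent incubation at ambient temperature.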
# Mito fusion yeast – mitochondrial division inhibition or fusion activation; S. cerevisiae fusion-defective mutant growth rescue, CellTiterGlo 48 h; Potency, µM (doses to about 46.1 µM), inactives show top-dose growth rescue (activation), usual class: activators; actives 0.23% (n = 320,000);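 note: potency is the fitted concentration of half-maximal effect; % of control where 0% means no effect; nearly all actives have a fitted effect of over 45% in size; temperature-sensitive fusion mutants such as fzo1-1 at 37 °C on non-fermentable ethanol glycerol medium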
#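 Read-out: ATP-based luminescence (CellTiterGlo, 10 min ambient) reporting growth of fusion-defective ts yeast after 48 hours at 37C on glycerol/ethanol YPEG medium in the presence of compound.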
# RORg inh – blocks mouse ROR gamma transcriptional activity | Potency, µM (series often up to 53.6 µM), for inactives: top-dose activity change, negative = inhibition, hits mostly inhibitors | AID 2551 | Drosophila S2 Gal4-RORgamma UAS-luciferase reporter, 20 h | actives 5.4% (n = 310,000); note: potency is the fitted concentration of half-maximal effect; % is set by controls: 0 for no effect and ±100 for the full control effect; nearly all actives have a fitted effect of over 60% in size
# Target sequence (P51450 whole entry, looked up, the tested form may be a part): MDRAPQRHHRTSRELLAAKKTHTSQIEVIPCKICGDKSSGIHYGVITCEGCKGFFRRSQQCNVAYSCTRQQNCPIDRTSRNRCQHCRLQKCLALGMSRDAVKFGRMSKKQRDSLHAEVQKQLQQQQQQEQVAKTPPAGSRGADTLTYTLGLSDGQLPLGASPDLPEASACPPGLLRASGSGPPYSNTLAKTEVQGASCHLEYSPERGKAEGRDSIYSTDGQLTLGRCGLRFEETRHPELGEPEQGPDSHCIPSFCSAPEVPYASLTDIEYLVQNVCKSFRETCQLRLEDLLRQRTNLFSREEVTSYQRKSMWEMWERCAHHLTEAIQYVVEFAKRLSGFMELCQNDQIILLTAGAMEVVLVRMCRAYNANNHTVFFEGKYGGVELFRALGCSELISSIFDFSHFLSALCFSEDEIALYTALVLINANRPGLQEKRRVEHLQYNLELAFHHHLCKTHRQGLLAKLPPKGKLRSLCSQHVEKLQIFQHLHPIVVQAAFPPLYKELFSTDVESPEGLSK
#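 Schneider cells (Drosophila), stable Gal4 DBD–ROR gamma + UAS-luc; 1 hr cmpd preincubation; Cu2+ induction 700 uM final; 20 hr ambient; luminescence.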
# KCNH2 3.1 inh – blocks the human KCNH2 3.1 channel isoform | U2OS KCNH2 3.1, thallium flux FluxOr; stronger effect = lower value | activity change, % (tested at about 1.8 µM) | actives 0.95% (n = 340,000) | AID 720553;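 active = maximum activity change below -70%; inconclusive = maximum activity change from -70% to -50%; inactive = maximum activity change above -50%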;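 note: thallium influx rate constant from kinetic fluorescence after stimulation buffer; % is set by controls: 0 for no effect and ±100 for the full control effect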
#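 Channel expression came from 3.1 mutant virus (1.77 x 10^8 /mL) applied to suspended U2OS cells for 4 h. Flux was tracked with FluxOr dye plus Red40 quencher, and kinetic rate constants normalized to controls.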
# * hit, by the source's call; ? = inconclusive; . = no result given; ! = not confirmed by another sample; [ ] = another dose, or the depositor's remark. Unless noted, calls come from the whole dose curve; as a rule, active = well fitted curve in the direction sought with a large enough effect; inconclusive = small, poorly fitted or top-dose-only effect, or another doubt; inactive = no such curve, though single readings can be large; an effect the other way counts as inactive or inconclusive. Only part of the results is shown, so the mix of outcomes need not match the whole.
SMILES,FLuc modulator,ELG1 DNA repair,NPC1 promoter act,Menin MLL FP TR,MBNL1-CUG inh,PKM2 act,VP16 counter,Rab9 prom act,Mito fusion yeast,RORg inh,KCNH2 3.1 inh
Cc1cc(C)c2c(c1)NC(c1cc3c(cc1Br)OCO3)C1CC=CC21 (stereo unspecified),1%,7%,0%,3%,4%,-22%,0%,1%,?,-7%,-2
O=C1C=C(Nc2ccc(Cl)cc2)C(=O)N1c1ccc(Cl)cc1,2%,?,9%,?,.,-8%,3%,15%,2%,16%,0
O=C(NCCOc1ccccc1F)Nc1ccc(Br)cc1,?,10%,13%,28%,.,4%,1%,?,1%,?,4
Cc1ccc(CCNC(=O)C2CC(=O)N(C3CCCCC3)C2)cc1 (stereo unspecified),-3%,11%,-3%,.,2%,.,-3%,-2%,-3%,-5%,-6
CCCNCC1C(Oc2ccc(Cl)cc2)C(=O)N1c1ccccc1C (stereo unspecified),5%,-5%,-2%,-4%,.,-1%,-17%,-1%,-11%,-10%[10 µM],-3
COc1cccc(C2CC(c3ccccc3)=NN2S(=O)(=O)c2ccc(C)cc2)c1OC (stereo unspecified),0%,-11%,1%,?,3%,4%,-9%,-1%,16%,2%,-9
CC1(C)CC(=O)C(N=Nc2cccc([N+](=O)[O-])c2)=C(O)C1,11µM*,?,0%,.,?,-6%,-18%,20%,-20%,-37%,-2
O=C(Nc1cccc(S(=O)(=O)Nc2ccc(Cl)cc2)c1)c1cc2c(s1)CCCC2,15µM*,?,-3%,?,-5%,0%,?,1%,17%,?,-13
COc1ccc(/C=N/N2CCN(Cc3ccc(C)cc3)CC2)cc1Br,6%,-2%,-6%,9%,5%,-4%,-6%,-6%,-2%,-16%[1.91 µM],-16
O=c1cc(O)nc(SCc2ccccc2)n1-c1ccc(F)cc1,-1%,10%,1%,-17%,-12%,7%,-5%,3%,4%,14%,6
COC(=O)c1nn(-c2ccc(OC)cc2)c(=O)cc1O,-5%,?,8%,-2%,?,13%,-10%,14%,1.6µM*,4%,-4
CCOC(=O)C(C(=O)OCC)N(C#N)c1nc(SC)nc(N(C)C)n1,7%,0%,-2%,4%,-4%,9%,-11%,4%,-5%,-9%,-11
O=C(O)[C@H]1CCCC[C@H]1C(=O)NCCNC(=O)[C@@H]1CCCC[C@@H]1C(=O)O,2%,3%,0%,-4%,-2%,-6%,-4%,-3%,0%,-3%,-6
CNS(=O)(=O)c1cccc2cccnc12,0%,1%,-1%,-2%[11.7 µM],-4%,-7%,2%,-9%,-2%,-22%,-5
COc1ccccc1-c1noc(CCCC(=O)NC2CCCCC2)n1,2%,-3%,0%,-13%,-3%,.,1%,0%,5%,35%,-14
CCC(=O)c1ccc(OC(C)C(=O)NC2(C#N)CCCCC2)cc1 (stereo unspecified),1%,7%,-2%,1%,-3%,0%,-20%,-2%,3%,14%,2
CSc1nc2nc(C(F)(F)F)cc(-c3ccccc3)n2n1,-16%,-13%,-1%,-1%,?,-1%,18%,11%,5%,?,14
CCC(CC)C(=O)Nc1cccc(C(=O)Nc2ccc(S(N)(=O)=O)cc2)c1,-3%,-10%,-4%,?,-11%,0%,-1%,-5%,-4%,-20%,-17
Cn1c(=O)[nH]c(=O)c2c1nc1n2CCCS1,13%,1%,-2%,0%,-4%,4%,-1%,-8%,-3%,-33%,22
O=C(COC(=O)CCOc1ccccc1)NCCC1=CCCCC1,-8%,11%,-3%,?,-6%,1%,-5%,-3%,1%,15%,-3

# Only Mito fusion yeast (2 entries from above):
molecule,Mito fusion yeast
CCOC(=O)C(C(=O)OCC)N(C#N)c1nc(SC)nc(N(C)C)n1,-5%
CSc1nc2nc(C(F)(F)F)cc(-c3ccccc3)n2n1,5%

# Pulled by compound from the list above:
SMILES,FLuc modulator,ELG1 DNA repair,NPC1 promoter act,Menin MLL FP TR,MBNL1-CUG inh,PKM2 act,VP16 counter,Rab9 prom act,Mito fusion yeast,RORg inh,KCNH2 3.1 inh
Cn1c(=O)[nH]c(=O)c2c1nc1n2CCCS1,13%,1%,-2%,0%,-4%,4%,-1%,-8%,-3%,-33%,22
CNS(=O)(=O)c1cccc2cccnc12,0%,1%,-1%,-2%[11.7 µM],-4%,-7%,2%,-9%,-2%,-22%,-5

# (cont.)
SMILES,FLuc modulator,ELG1 DNA repair,NPC1 promoter act,Menin MLL FP TR,MBNL1-CUG inh,PKM2 act,VP16 counter,Rab9 prom act,Mito fusion yeast,RORg inh,KCNH2 3.1 inh
COc1ccc(Cl)cc1NC(=O)CN(C)C(=O)c1ccc2n[nH]nc2c1,5%,14%,-3%,.,.,.,.,-1%,-3%,.,8
Cc1onc(-c2ccccc2Cl)c1C(=O)Nc1sc2c(c1C(N)=O)CCC(C)C2 (stereo unspecified),2%,?,0%,-27%,-6%,2%,-4%,-2%,21%,?,1
CC1CCN(c2c(NCC3CCC(C(=O)NCc4ccc(F)cc4)CC3)c(=O)c2=O)CC1 (stereo unspecified),1%,?,2%,.,2%,-1%,2%,-2%,-1%,-10%,-6
COCCn1c(=O)c2c(nc3n2CC(C)CN3Cc2ccccc2)n(C)c1=O (stereo unspecified),2%,-6%,-2%,-16%,-7%,-10%,2%,-4%,10%,14%,10
O=C(CSc1nc2ccccc2s1)N1CCN(C(=O)c2ccco2)CC1,-4%,-18%,16%,-22%,-26%,-20%,-3%[0.365 µM],12%,5%,13%,-3
Cc1ccc(C(=O)Nc2ccc3c(c2)OCO3)cc1S(=O)(=O)N1CCCC1,12µM*,-1%,?,13%,-4%,-4%,-12%,?,4%,?,14
COc1ccc(CC(NC(C)=O)C(=O)NC2CCN(C(=O)C3CCCCC3)CC2)c(OC)c1 (stereo unspecified),1%,-4%,-1%,-1%,1%,0%,-6%,-1%,-1%,-1%,5
C#CCOCCOCCOCCNc1nc(N2CCN(C(=O)CCCCCCCCCCNC(=O)Cn3cc(C[C@@H](C)O)nn3)CC2)nc(N2CCN(C(=O)CCCCCCCCCCNC(=O)[C@@H](CCC(=O)O)n3cc(CCCCCN)nn3)CC2)n1,1%,-19%,-3%,.,.,.,.,-7%,-10%,.,-8
Cn1c(=O)c2c(nc(Oc3ccccc3N)n2C)n(C)c1=O,-10%,-3%,14%,-5%,8%,-4%,4%,-1%,3%,11%,19
CC(=O)c1sc(NC(=O)c2ccc3c(c2)OCO3)nc1C,4.8µM*,?,2.5µM*,.,120%[activator],.,-6%,3.5µM*,-1%,-19%,-3
CCOc1ccc2nc(N3CCC(C(=O)NC4CCCCC4)CC3)sc2c1,?,21%,24%,16%,154%[activator],.,-26%,15%,-25%,0%,-1
COc1cc(C(=O)NCc2nnc(SCC(=O)N3CCCCCC3)o2)cc(OC)c1OC,-5%,11%,1%,.,-5%,.,6%,4%,7%,0%,19
C#CCN1C(C)=C(C(=O)OC)C(c2cccc([N+](=O)[O-])c2)C(C(=O)OCC)=C1C (stereo unspecified),-2%,-13%,-24%[46.1 µM],-2%,.,.,.,-19%[46.1 µM],4.6µM*!,.,-6
O=C(Nc1ccc(Br)cc1)c1cnc[nH]1,24µM*,?,?,25%,-9%,.,-16%,3.5µM*,8%,7%,11
CCCCn1nnnc1NCc1cc(Cl)c(OC)c(OC)c1,4%,-14%,-3%,?,-4%,2%,2%,-11%,2%,15%,5
O=C(Nc1ccccc1F)C1COc2ccccc2O1 (stereo unspecified),?,?,-1%,-16%,-5%,0%,-12%,0%,2%,-3%,-1
Cc1cc(NC(=O)CSc2nnc(-c3ccc(Cl)s3)o2)no1,8%,-10%,10%,-11%,12%,2.5µM*,-21%,-1%,-10%,?,-21
Cc1cc(C(=O)OCC(=O)Nc2cccc(S(=O)(=O)N3CCOCC3)c2)c(C)o1,3%,0%,1%,11%,1%,4%,3%,-3%,6%,35%,3
CCOC(=O)C1=C(C)Nc2nc(C)nn2C1c1cc(OC)ccc1OC (stereo unspecified),4%,?,-2%,-9%,?,-3%,2%,-3%,-2%,-25%,15

# Assay outcomes from PubChem.
